CHO-K1 Ca ag = counter-screen for M1 agonists: effect in parental CHO-K1 cells. AID 602248. 0.48% of 360,000 active. activation, % at 3 µM. Fluo-8 calcium fluorescence; scaled to maximal ATP response, vehicle zero; in the data active = activation above about 15%;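 also: untransfected CHO-K1 host cells lacking M1 receptor as counterscreen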
TAAR1 ag = human TAAR1 agonism. Q96RJ0. CHO RD-HGA16 TAAR1, Fluo-8 calcium fluorescence; vehicle wells 0%, saturating PEA agonist 100%. activation, % at 3 µM. 0.99% of 360,000 active;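 active = activation above the mean activation of all test compounds in the run plus 3 SD, cut at about 38% in these data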
Target sequence (Q96RJ0 whole entry, looked up): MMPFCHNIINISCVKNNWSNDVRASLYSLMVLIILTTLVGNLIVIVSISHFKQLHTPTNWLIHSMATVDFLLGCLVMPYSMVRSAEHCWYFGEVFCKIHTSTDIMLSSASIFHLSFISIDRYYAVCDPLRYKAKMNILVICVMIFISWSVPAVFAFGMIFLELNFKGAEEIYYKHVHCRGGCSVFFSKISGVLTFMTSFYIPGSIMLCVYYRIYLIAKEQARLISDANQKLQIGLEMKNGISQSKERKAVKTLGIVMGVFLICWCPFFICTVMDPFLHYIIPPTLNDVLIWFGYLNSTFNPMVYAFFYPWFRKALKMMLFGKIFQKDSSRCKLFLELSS
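Benchmarks: low control DMSO, high control PEA (EC100); System: CHO RD-HGA16 cells carrying human TAAR1 plus Gα16; Detection: Fluo-8 fluorescence, 5 s baseline then 140 s kinetic read; Schedule: 17-24 h plating, Fluo-8 75 min 37 °C, 30 min RT; Read-out basis: % activation from peak over basal fluorescence ratio, DMSO-to-PEA scaled.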
M1 antag = blocks human M1 muscarinic receptor | P11229 | CHO-K1 hM1, Fluo-8 calcium fluorescence, ACh EC80 antagonist | inhibition, % at 3 µM | 1.3% of 360,000 active | AID 588852;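 active = percent inhibition above its own plate's cutoff, namely the mean of that plate's compound wells plus 3 SD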;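 also: peak over basal fluorescence ratio during 140 s after agonist addition; 0% = ACh EC80 plus DMSO and 100% = DMSO alone without agonist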
Target sequence (P11229 whole entry, looked up): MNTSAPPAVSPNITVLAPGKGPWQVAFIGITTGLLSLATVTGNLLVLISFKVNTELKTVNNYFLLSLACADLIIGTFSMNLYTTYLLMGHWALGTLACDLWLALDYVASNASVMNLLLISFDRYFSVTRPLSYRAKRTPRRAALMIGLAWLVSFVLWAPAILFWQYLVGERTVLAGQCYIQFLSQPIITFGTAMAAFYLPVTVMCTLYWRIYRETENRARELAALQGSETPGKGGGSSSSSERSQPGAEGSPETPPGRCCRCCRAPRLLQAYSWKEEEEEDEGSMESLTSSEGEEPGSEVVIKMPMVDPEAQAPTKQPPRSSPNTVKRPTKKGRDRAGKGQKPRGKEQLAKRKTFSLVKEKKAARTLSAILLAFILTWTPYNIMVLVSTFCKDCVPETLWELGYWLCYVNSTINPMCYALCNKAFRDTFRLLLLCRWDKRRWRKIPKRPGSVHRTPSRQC
M1 ag = human M1 muscarinic receptor agonism | 0.33% of 360,000 active | AID 588814 | activation, % at 3 µM | CHO-K1 hM1, Fluo-8 calcium fluorescence, agonist mode; 0% DMSO, 100% acetylcholine EC100;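 active = activation above the run's mean compound activation plus 3 SD, cut at about 16% in these data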;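 also: peak over basal fluorescence ratio within a 140 s kinetic read after compound addition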
CHO-K1 Ca PAM = counter-screen for M1 PAMs: effect in parental CHO-K1 cells; ATP EC20, Fluo-8 calcium fluorescence; 0% at ATP EC20, 100% at ATP max; activation, % at 3 µM; 0.02% of 360,000 active; AID 602247;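 active = activation above the run cutoff, the mean activation of all test compounds plus 3 SD, cut at about 40% in these data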;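 also: peak over basal fluorescence ratio in a 140 s read after ATP addition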
CHO-K1 Ca antag = counter-screen for M1 antagonists: effect in parental CHO-K1 cells; ATP-induced calcium, Fluo-8 fluorescence; inhibition, % at 3 µM; 0.6% of 360,000 active;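 active = inhibition above a per-plate cutoff, the plate's mean sample inhibition plus 3 SD, cut at about 24% in these data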;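 also: 0% = DMSO plus EC80 ATP and 100% = DMSO alone without ATP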
TAAR1 antagonist = human TAAR1 antagonism | Q96RJ0 | CHO RD-HGA16 TAAR1, Fluo-8 calcium fluorescence, antagonist | inhibition, % at 3 µM | 1.5% of 360,000 active;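 active = inhibition above a per-plate cutoff, the mean inhibition of test compounds on that plate plus 3 SD, cut at about 49% in these data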;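 also: 0% = DMSO plus EC80 beta-PEA response and 100% = DMSO alone without agonist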
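Material: CHO RD-HGA16 cells bearing hTAAR1; compound dosing: one-point dosing, 3 µM nominal final; schedule: dye loading 75 min at 37 °C, then 30 min room temperature; measured by: calcium fluorescence with Fluo-8; control set: vehicle and agonist controls; replication: n of 1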
M1 PAM = human CHRM1 positive allosteric modulation. activation, % at 3 µM. CHO-K1 hM1, Fluo-8 calcium fluorescence, ACh EC20; 0% = ACh EC20, 100% = maximal ACh. 0.088% of 360,000 active. AID 588819. P11229; in the data active = activation above about 19%, passing the limit was not always enough
CHO parental Ca = signal in parental CHO cells, OX1R antagonist counter-screen. parental CHO-K1, ATP-induced calcium, Fluo-8 fluorescence. 0.63% of 330,000 active. inhibition, % at 5.6 µM;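 active = inhibition above that plate's mean sample inhibition plus 3 SD, cut at about 26% in these data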;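 also: 0% = ATP-challenged DMSO wells and 100% = DMSO wells without ATP; some compounds past the cut are filed as inactive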
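Test system: untransfected parental CHO cell line. Compound: one dose, 5.6 µM nominal. Detection: intracellular calcium via Fluo-8 no-wash fluorescent dye. Measure: % inhibition. Benchmarks: ATP-challenged DMSO wells low, unchallenged DMSO wells high.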
Numbers without * were called inactive; . = not tested or not shown.

Each structure is followed by: CHO-K1 Ca ag	TAAR1 ag	M1 antag	M1 ag	CHO-K1 Ca PAM	CHO-K1 Ca antag	TAAR1 antagonist	M1 PAM	CHO parental Ca
> COc1ccc(-c2sc3ccccc3c2-c2ccc(OCCN3CCOCC3)cc2)cc1
    0.1	0	-12	0	7	-7	-7	9	-17
> COCC(Cc1ccccc1)NC(=O)Cn1cc(C)c(=O)[nH]c1=O (stereo unspecified)
    1.1	5	-16	-1	21	-14	0	8	.
> Cc1ccc(-n2c([O-])nc(-[n+]3ccccc3)c2C=O)cc1
    0.3	-1	-1	-3	5	-3	18	2	-3
> Cc1cc(N2CCOCC2)nc2ccc(NC(=O)CCC(=O)N3CCN(c4ccc(F)cc4)CC3)cc12
    4.8	3	9	2	-5	8	-6	6	-3
> COC(=O)c1ccc(Oc2ccc3nncn3n2)cc1
    0.0	9	14	0	5	1	3	-4	1
> Cc1cc(C(=O)N2CCCC(Nc3ccc(C(C)C)cc3)C2)nn1C (stereo unspecified)
    0.2	1	1	-1	-15	3	9	9	-10
> CCOc1cc(-c2nc(C)c(C(C)=O)n2O)ccc1OCC(=O)Nc1cccc(C)c1
    1.4	0	-6	-4	7	-12	12	1	-3
> Cc1nn(-c2ccccn2)c2c1C(=O)CC(C)(C)C2Br (stereo unspecified)
    0.5	1	-10	-5	13	-13	0	-1	2
> Cc1ccc(C)c(-n2cc(CN3CCCN(C=O)CC3)c(-c3ccccc3)n2)c1
    0.1	5	-12	1	-2	-4	-14	16	-9
> CN(C)S(=O)(=O)c1ccc(NC(=O)CCNC(=O)c2ccco2)cc1
    -0.1	4	-1	-2	-16	-5	-11	4	-6
> Cn1c(=O)c2c(nc(Br)n2CC(=O)c2cccs2)n(C)c1=O
    0.6	9	-42	1	19	-3	-12	10	-5
> COc1ccc(N2CCN(CCNS(=O)(=O)c3ccc(C)cc3)CC2)cc1
    1.0	-1	-4	1	6	6	-5	16	-4
> COc1cccc(CC(=O)Nc2ccccc2C(=O)N2CCOCC2)c1
    0.5	0	-9	-7	23	-8	-2	9	5
> O=C(COC(=O)c1cc(S(=O)(=O)N2CCCCC2)ccc1Cl)NC1CCS(=O)(=O)C1 (stereo unspecified)
    1.2	-1	-2	-5	14	-17	-5	4	0
> Cc1noc2ncnc(Sc3ccc(Br)cc3)c12
    -0.4	-1	8	-8	0	-3	-7	-4	-8
> COc1ccc(S(=O)(=O)Nc2cccnc2)c(Cl)c1Cl
    1.5	0	9	-5	-11	-3	-2	-2	-1
> Cc1ccc(Nc2nc3ccccc3n3nnnc23)cc1
    -0.1	0	-14	-4	9	-12	-24	8	-18
> Cc1ccc2nc(N/N=C/c3ccco3)cc(C)c2c1
    -0.8	7	-5	-9	6	-3	-22	7	-12
> O=C(c1cccs1)N1CCN(Cc2cccnc2)CC1
    0.4	8	3	-7	-6	14	-5	-4	9
> COc1ccccc1C(CNC(=O)c1cccc(S(=O)(=O)Nc2ccc(C)cc2)c1)N1CCCC1 (stereo unspecified)
    2.6	9	78*	-7	18	-1	-9	-23	-30
> CCN(CC)CCN1C(=O)C(=O)/C(=C(/O)c2c(C)[nH]c(C(=O)OC)c2C)C1c1ccccc1OC (stereo unspecified)
    0.1	7	8	-2	-7	31*	-7	0	-3
> CN1CCN(C(=O)c2ccc(NS(=O)(=O)c3cccc([N+](=O)[O-])c3)cc2)CC1
    0.2	3	4	-5	5	3	-6	3	.
> c1ccc(Nc2nc(-c3ccncc3)cs2)nc1
    0.0	12	-3	-3	10	-3	-21	4	-13
> NS(=O)(=O)c1ccc(CNC(=O)CSc2nc3ccc(Cl)cc3[nH]2)cc1
    1.0	-1	-15	-3	3	-13	6	12	-4
> CCOC(=O)C(=CNc1cccc(N)n1)C(=O)OCC
    0.1	7	2	-3	22	-9	-3	7	-8
> CC1CCN(C(=O)C2CCC(C)(C(=O)O)C2(C)C)CC1 (stereo unspecified)
    1.8	4	8	-5	-5	9	-14	-4	-3
> CCOC(=O)CN1C(=O)CSc2ccc(S(=O)(=O)N3CCCC3)cc21
    0.3	1	-20	-2	14	-12	-14	11	-17
> COc1ccc(/C=C(\C#N)C(=O)c2c(C)[nH]c3ccccc23)cc1OC
    2.3	5	0	-4	-6	0	59*	1	-12
> O=C1CN(c2ccc(Cl)cc2)C2(CCCCC2)S1
    -0.1	-2	-10	-7	7	-13	-2	4	-15
> O=C(Nc1ccc(N2CCOCC2)cc1N1CCOCC1)c1ccc([N+](=O)[O-])cc1Cl
    0.4	2	-8	-2	10	-12	-15	5	-6
> Cc1cccc(-n2nc3c(c2NC(=O)c2ccc(Br)o2)CSC3)c1C
    -0.2	13	-10	-9	19	-24	-1	5	-11
> Cc1csc(N/N=C/c2ccccn2)n1
    0.8	6	1	-8	1	-2	13	3	-15
> COc1ccc(/C=N/NC(=O)c2cccc(NC(C)=O)c2)c(OC)c1
    0.0	6	-7	-7	-3	0	19	4	-1
> CCOC(=O)CCCCCC(=O)Nc1ccc2c(c1)CC(=O)N([C@H](C)CO)C[C@@H](C)[C@H](CN(C)Cc1ccc3c(c1)OCO3)O2
    0.5	14	-6	-9	23	-18	-23	1	-5
> CC(=O)c1ccc2c(c1)N(Cc1ccccc1)C(=O)C(C)S2 (stereo unspecified)
    0.6	4	-16	-7	16	-10	4	8	.
> CCN(CC)c1nc(SCC(=O)O)nc(N(CC)CC)n1
    0.6	5	-12	-1	21	-5	-3	12	-9
> Cc1ccc(NC(=O)COC(=O)CN2C(=O)c3ccccc3C2=O)cc1
    0.0	15	10	-4	8	-10	11	-5	-6
> CN1CCN(c2ccc(C(=O)c3ccc(F)cc3)cc2)CC1
    -0.4	-1	22	-6	-4	11	6	-9	-7
> CCCSc1ccc([C@@H]2[C@@H]3C(=O)N(C)C(=O)[C@@H]3[C@]3(C(=O)OC)CCCN23)cc1OC
    -0.1	.	12	-3	-1	-4	.	-5	-31
> O=C(COc1ccc2ccccc2c1)N1CCN(C(=O)c2ccc([N+](=O)[O-])cc2)CC1
    4.1	2	3	-6	18	-9	9	1	-8
> CC(OC(=O)c1ccc(C#N)cc1)C(=O)Nc1ccc(Cl)cn1 (stereo unspecified)
    0.4	-3	-11	-3	-2	-6	-10	12	.
> Cc1cccc(C(=O)OCc2cc(=O)oc3c(C)c(C)ccc23)c1O
    0.4	.	-1	-4	1	11	.	9	-4
> Cn1c(C2=C(O)CN(Cc3ccccc3)C2=N)[n+](C)c2ccccc21
    0.2	3	-11	-8	2	-10	-24	3	-11
> CC(Oc1cc(F)ccc1[N+](=O)[O-])C(=O)Nc1ccc(S(=O)(=O)N2CCCC2)cc1 (stereo unspecified)
    4.6	5	73*	-5	2	-2	-2	-26	-24
> O=C(COC(=O)CCN1C(=O)c2ccccc2C1=O)Nc1ccc(S(=O)(=O)N2CCCC2)cc1
    0.4	5	-3	-3	-2	-3	-26	5	-5

Two compounds picked at random from those above:
Each structure is followed by: CHO-K1 Ca ag	TAAR1 ag	M1 antag	M1 ag	CHO-K1 Ca PAM	CHO-K1 Ca antag	TAAR1 antagonist	M1 PAM	CHO parental Ca
> Cc1cccc(C(=O)OCc2cc(=O)oc3c(C)c(C)ccc23)c1O
    0.4	.	-1	-4	1	11	.	9	-4
> Cc1cccc(-n2nc3c(c2NC(=O)c2ccc(Br)o2)CSC3)c1C
    -0.2	13	-10	-9	19	-24	-1	5	-11

Next part.
Each structure is followed by: CHO-K1 Ca ag	TAAR1 ag	M1 antag	M1 ag	CHO-K1 Ca PAM	CHO-K1 Ca antag	TAAR1 antagonist	M1 PAM	CHO parental Ca
> Cc1ccc(N2C(=O)C(Cl)=C(N3CCOCC3)C2=O)c(C)c1
    0.5	0	-5	-3	18	1	-9	4	2
> CN(C)c1ccc(C(=O)N2CCN(c3cc(C(F)(F)F)nc4ccccc34)CC2)cc1
    1.9	5	-18	-7	2	-1	5	7	-4
> Cc1ccc(C(=O)N/C(=C/c2ccccc2F)C(=O)NCCCn2ccnc2)cc1
    0.7	4	-7	-4	8	-15	-13	2	-6
> Cc1cccc(Nc2nnc(C)c(=O)n2N)c1
    0.9	5	-3	-5	25	-6	-11	6	-8
> CN1CCC(N(C)S(=O)(=O)c2ccc(NC(=O)c3ccc(S(=O)(=O)N(C)C)cc3)cc2)CC1
    0.5	1	-3	-9	13	-3	-1	-1	-1
> COc1cc(OCC(N)=O)cc(OC)c1OC
    0.4	3	-16	-6	17	-11	-10	6	-5
> CCOC(=O)c1cc(-c2ccc(F)cc2)n(CC(=O)Nc2nccs2)c1C
    2.0	5	-7	0	16	-3	-10	5	14
> O=C(Nc1ccc(S(=O)(=O)N2CCCCC2)cc1)C1CCCCC1
    1.5	30	-16	-3	-9	-11	-24	11	-2
> COC(=O)c1ccc(C(=O)NC2CCCc3c2cnn3-c2ccccc2F)nc1 (stereo unspecified)
    1.9	-2	-2	0	20	-3	-12	4	-8
> Cc1occc1C(=O)N1CCCC(Nc2ccc(F)cc2)C1 (stereo unspecified)
    1.9	1	-5	-2	19	-4	2	3	-6
> O=C(NCc1ccccn1)C(=O)NCC1OCCCN1S(=O)(=O)c1cc(F)ccc1F (stereo unspecified)
    -0.2	2	-4	-1	-7	-7	8	6	-2
> CCc1ccc(OCC(=O)Nc2nnc(-c3ccco3)s2)cc1
    3.8	39*	-12	7	13	-11	-27	17	-4
> O=C(COC(=O)c1ccccc1Br)NCCN1C(=O)CSC1=O
    -0.3	3	-4	-5	-16	12	-21	6	-12

Bioassay records as filed in PubChem BioAssay.

An unsorted share of the library. Share with any hit: about 4.4%.
